# Calpain2 inh: inhibitors of pig calpain II, primary screen, biochemical, fluorogenic peptide substrate, 1536-well; inhibition, % at 16 µM; purified calpain II, 30 min; 220,000 tested, 0.37% active; AID 1236, 2008;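 active = inhibition above about 50%, limit read from the data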
# PERK inh: block of dimerizer-induced PERK translation repression, primary screen, PERK inhibitor project, CHO PERK-DD cells, SEAP luminescence, HTS | AID 1416, 2008 | 220,000 tested, 0.17% active | CHO PERK-DD fusion, SEAP luminescence translation reporter | Eukaryotic translation initiation factor 2-alpha kinase 3 (Homo sapiens), Q9NZJ5 | inhibition, % at 5.6 µM;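 active = inhibition above the mean inhibition of all tested compounds plus 3 SD, set separately per screening campaign, cut at about 2.9% in these data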;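 also: PERK kinase domain activated by AP20187 dimerizer at 100 nM; 0% = DMSO with dimerizer and 100% = rapamycin at 8.4 µM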
# S1P4 ag: S1P4 receptor agonists, primary screen, cell-based. S1P4-expressing cell line, agonist reporter assay. Sphingosine 1-phosphate receptor 4 (Homo sapiens), O95977. 220,000 tested, 0.35% active. AID 1509, 2009. activation, % at 4.98 µM; in the data active = activation above about 11%;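 also: 0% = DMSO vehicle and 100% = reference agonist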
# S1P4 antagonist: S1P4 receptor antagonists, primary screen, cell-based. 220,000 tested, 0.26% active. inhibition, % at 4.98 µM. S1P4-expressing cells, antagonist mode, reporter read-out. Sphingosine 1-phosphate receptor 4 (Homo sapiens), O95977; in the data active = inhibition above about 29%;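 also: 0% = wells stimulated with agonist and 100% = vehicle wells without agonist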
# EP2 mod: EP2 receptor modulators, cAMP readout, primary screen, cell-based, HTRF cAMP, PGE2 stimulation; Prostaglandin E2 receptor EP2 subtype (Homo sapiens), P43116; EP2-expressing cells, cAMP HTRF FRET, PGE2 co-stimulation; induction, % at 25 µM; 260,000 tested, 0.83% active;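 active = compounds whose cAMP rise, as percent of the full-agonist control response, exceeds 60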;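 also: rat C6 glioma line stably carrying human EP2 under a CMV promoter; the protocol text gives 20 µM as final concentration; 100% = response of wells given 1 µM PGE2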
# Target sequence (P43116 whole entry, looked up): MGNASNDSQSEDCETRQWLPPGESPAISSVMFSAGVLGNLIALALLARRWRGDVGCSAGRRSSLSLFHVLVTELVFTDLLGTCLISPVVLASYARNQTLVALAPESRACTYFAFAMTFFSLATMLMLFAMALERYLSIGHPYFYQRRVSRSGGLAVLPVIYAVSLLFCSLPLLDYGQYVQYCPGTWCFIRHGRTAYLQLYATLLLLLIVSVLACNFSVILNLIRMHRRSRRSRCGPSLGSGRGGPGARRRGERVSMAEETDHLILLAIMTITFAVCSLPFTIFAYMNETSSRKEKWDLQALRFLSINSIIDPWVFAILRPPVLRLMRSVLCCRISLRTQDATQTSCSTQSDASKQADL
# BaF3 tox: parental Ba/F3 cell viability inhibition, counter-screen for JAK2V617F inhibitor project, murine pro-B, CellTiter-Glo luminescence; CellTiter-Glo ATP luminescence; 220,000 tested, 1.1% active; inhibition, % at 5.6 µM; AID 1486, 2009;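 active = inhibition above a per-campaign cutoff, the mean inhibition of all tested compounds plus 3 SD, cut at about 27% in these data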;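 also: 0% = DMSO wells and 100% = JAK Inhibitor I control wells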
# Ba/F3 V617F tox: reduced viability of JAK2V617F-dependent Ba/F3 cells, primary screen, JAK2V617F inhibitor project, cell-based, Ba/F3 EpoR-JAK2V617F, luminescence; ATP luminescence; inhibition, % at 5.6 µM; 220,000 tested, 1.1% active; AID 1446, 2008;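 active = inhibition above the campaign mean plus 3 SD over all tested compounds, cut at about 24% in these data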;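 also: cytokine-independent growth of Ba/F3 cells driven by EpoR plus mutant JAK2; 0% = DMSO-treated cells and 100% = JAK inhibitor I control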
# TRPML3 agonist: human TRPML3 channel agonists, primary screen, cell-based, HEK293 TRPML3-YFP, Fluo-8 calcium fluorescence, 3 µM; 100% = the carbachol control signal; activation, % at 3 µM; 220,000 tested, 0.29% active; AID 1448, 2008;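 active = activation above its plate's cutoff, the mean activation of the plate's test wells plus 3 SD, cut at about 12% in these data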;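 also: 0% = DMSO only wells and 100% = carbachol wells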
# Target sequence (Q8TDD5 whole entry, looked up): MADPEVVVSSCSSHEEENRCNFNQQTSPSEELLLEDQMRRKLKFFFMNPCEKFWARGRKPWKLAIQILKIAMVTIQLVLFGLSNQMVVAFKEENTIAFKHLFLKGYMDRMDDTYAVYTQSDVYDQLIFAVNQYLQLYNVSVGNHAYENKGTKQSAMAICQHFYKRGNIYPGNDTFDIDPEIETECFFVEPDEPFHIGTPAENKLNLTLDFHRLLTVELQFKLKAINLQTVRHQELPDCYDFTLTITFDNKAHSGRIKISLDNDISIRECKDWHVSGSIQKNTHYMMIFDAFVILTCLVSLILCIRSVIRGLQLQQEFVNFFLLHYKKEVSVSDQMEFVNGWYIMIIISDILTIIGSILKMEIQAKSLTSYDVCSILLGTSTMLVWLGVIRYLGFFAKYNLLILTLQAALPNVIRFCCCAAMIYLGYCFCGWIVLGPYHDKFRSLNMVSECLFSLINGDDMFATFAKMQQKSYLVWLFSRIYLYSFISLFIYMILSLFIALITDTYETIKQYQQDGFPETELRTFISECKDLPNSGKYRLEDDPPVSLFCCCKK
#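 system = HEK293 cells stably carrying human TRPML3-YFP | doses = one concentration, 3 µM nominal, 0.3% DMSO | timing = dye loading 1 h 37 °C then 30 min ambient, 125 s read | detection = Fluo-8 calcium dye fluorescence, ex 470-495, em 515-575 nm | benchmarks = high control carbachol 87 µM, low control DMSO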
# zfTRPN1 agonist: zebrafish TRPN1 channel agonists, primary screen, cell-based, HEK293, calcium fluorescence. activation, % at 3 µM. HEK293 zebrafish TRPN1-YFP, Fluo-8 calcium fluorescence; 100% = response to 87 µM carbachol. 220,000 tested, 0.18% active;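 active = activation above its plate's cutoff, the mean activation of test wells on that plate plus 3 SD, cut at about 19% in these data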;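 also: 0% = DMSO alone and 100% = 87 µM carbachol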
#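 Material – zebrafish TRPN1-YFP in HEK293 cells · Doses – 3 µM single point · Schedule – dye 1 h 37 °C plus 30 min RT · Signal – Fluo-8 calcium fluorescence, excitation 470-495 nm, emission 515-575 nm · Read-out – % activation versus carbachol response · Control set – carbachol high, DMSO low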
# Active calls of the source: *; i = inactive; & = joins results of further samples.
canonical_smiles,PERK inh,Ba/F3 V617F tox,BaF3 tox,TRPML3 agonist,Calpain2 inh,S1P4 ag,zfTRPN1 agonist,S1P4 antagonist,EP2 mod
OCCN(C=NC1=NN(c2cccc(C(F)(F)F)c2)CC1)CCO,2.5,-2,0,1.0,-23,-0.3,1.2,2,-10
O=C(Nc1ccccc1Cl)c1cccs1,0.5,-2,0,0.7,-8,1.1,2.9,5,5
COc1ccc(-c2cc(-c3ccccc3)n3ncnc3n2)cc1,-0.3,0,5,0.2,i,-0.5,-0.6,-2,-15
O=C(COC(=O)CCC(=O)c1ccc(F)cc1)Nc1ccc(F)cc1F,1.1,-2,0,0.5,-4,-2.0,-1.6,-4,-10
O=c1cc(CSc2ccc([N+](=O)[O-])cc2)nc2sccn12,0.1,-3,-2,-0.2,-5,1.0,0.4,3,4
CCOC(=O)c1sc(NC(=O)/C=C/c2cnn(CC)c2C)c(C(=O)OCC)c1C,-0.7,1,4,0.5,-133,-1.9,-0.2,2,22
COc1ccc(C(=O)N2CCN(C(=O)CC(C)C)CC2)cc1OC,0.6,-3,0,0.1,-21,-1.3,-0.2,9,10
COc1ccc(NC(=O)Nc2nnc(CC(=O)Nc3ccccc3)s2)cc1,0.4,5,-1,0.2,12,0.6,1.8,8,-1
CCOc1cc(CO)cc(Br)c1OCC(=O)Nc1ccccc1C,0.9,-1,2,0.9,8,2.4,1.4,-4,8
CC(C)OCCCNC(=O)c1cc2c(s1)CS(=O)(=O)C2,-0.8,2,3,0.2,-3,-1.6,1.6,4,7
Cc1ccc(-c2nnc(N(C)C(=O)c3cccnc3)s2)cn1,0.3,-2,0,-1.1,-53,-1.5,0.2,13,-5
CCCCOP(=O)(OCCCC)C(O)c1ccc(F)cc1 (configuration not stated),0.1,-3,0,0.4,-12,-0.9,0.2,9,17
COC(=O)c1ccccc1NC(=O)C1CCN(C(=O)c2cc(OC)c(OC)c(OC)c2)CC1,-1.3,0,1,0.7,-9,-0.6,-1.1,-38,25
NS(=O)(=O)c1ccc(N/N=C/c2ccccc2C(=O)O)c([N+](=O)[O-])c1,1.0,-2,3,0.2,-7,1.2,-0.3,-7,22
COc1ccc(CCn2c(Br)nc3c2c(=O)[nH]c(=O)n3C)cc1,0.9,7,12,0.4,9,-1.7,1.8,6,4
Cc1c(NC(=O)CSc2nc3ccccc3s2)c(=O)n(-c2ccccc2)n1C,0.5,-1,7,-0.1,5,-3.2,-1.1,6,25
Cn1c(=O)cc(OCCCC(=O)NCCC2=CCCCC2)c2ccccc21,-0.5,3,3,-1.0,-15,1.3,-2.6,3,-53
COc1ccc(-n2nc(C(=O)N3CCCCC3)c3ccccc3c2=O)cc1,-1.1,0,7,0.2,2,2.8,0.5,3,2
Cc1ccc(C2C(C(=O)O)c3ccccc3C(=O)N2C)o1 (configuration not stated),0.6,-5,1,1.0,-49,-3.5,-0.6,1,22
CCOC(=O)c1cc2n(n1)C(C(F)(F)F)CC(C)N2 (configuration not stated),0.9,-1,6,1.7,0,1.9,0.6,-10,10
COc1ccc(S(=O)(=O)NC2CC2)cc1-n1cnnn1,0.7,2,5,1.0,-17,0.2,2.1,-9,-7
CCOC(=O)C1=C(C)Nc2ccccc2N=C1NC(=O)c1ccc(Cl)c(S(=O)(=O)N2CCCC2)c1,1.2,0,9,-0.1,-83,0.8,0.5,-20,-11
C=CCSc1nnc(NC(=O)CSc2nnc(C)s2)s1,0.4,-3,0,0.4,22,0.1,-1.4,-9,7
CCC(Sc1nc(N)cc(N)n1)C(=O)O (configuration not stated),-0.3,-2,2,0.7,-6,-1.3,0.2,-8,-16&12
CC(/C=N/n1cnnc1)=C\c1ccccc1,1.1,-1,5,0.9,27,-0.2,1.2,-7,-35
Brc1ccccc1OCCCCCN1CCOCC1,0.6,5,6,-0.9,-4,0.6,-0.2,-4,-11
Cc1ccc(S(=O)(=O)NCCC(=O)Nc2nnc(C)s2)cc1,0.5,0,4,-0.7,-15,0.0,-0.1,1,17
O=C(NC(NC(=S)Nc1ccc(Cl)c(Cl)c1)C(Cl)(Cl)Cl)c1ccco1 (configuration not stated),-0.4,-1,3,1.0,0,0.5,6.3,2,-26
Cc1nc(-c2nnc(SCC(=O)Nc3cc(Cl)cc(Cl)c3)n2C)cs1,0.9,1,-4,0.7,3,-1.4,-0.2,4,2
O=C(CSCc1ccc(C(=O)O)cc1)Nc1ccc2ccccc2c1,0.6,-2,-1,0.6,-20,3.4,0.2,8,-18

# Taken from above.
# zfTRPN1 agonist result of Cc1ccc(C2C(C(=O)O)c3ccccc3C(=O)N2C)o1 (configuration not stated) = -0.6
# EP2 mod result of Cc1ccc(S(=O)(=O)NCCC(=O)Nc2nnc(C)s2)cc1 = 17

# Additional entries.
canonical_smiles,PERK inh,Ba/F3 V617F tox,BaF3 tox,TRPML3 agonist,Calpain2 inh,S1P4 ag,zfTRPN1 agonist,S1P4 antagonist,EP2 mod
O=C1c2cccc3c(N4CCCCC4)ccc(c23)C(=O)N1c1ccc(O)cc1,0.6,4,9,12*,11,1.4,20*,-18,50
COCCNC(=O)c1ccc(NS(=O)(=O)c2cc(C)ccc2C)cc1,0.0,0,2,1.1,4,-0.2,1.1,-1,-2
Cc1nn(C)c(C)c1/C=N/NC(=O)C(C)(C)Oc1ccc(Cl)cc1,0.0,-5,4,0.1,14,-3.3,-1.3,9,-48
Cn1c(=O)[nH]c2ncccc21,2.0,-3,0,0.0,-10,-1.3,0.8,-7,1
CC(CCCC(C)(C)O)CC1C2=C(CCCC2=O)OC2=C1C(=O)CCC2 (configuration not stated),-0.2,-1,5,0.0,-1,0.8,-2.9,-2,-7
COc1ccc(C(=O)Nn2c(C)ccc2C)cc1OC,-0.3,-4,3,-0.2,-211,-3.5,0.0,-2,25
Cc1cc(C)c2c(N)c(S(=O)c3ccc(C(C)(C)C)cc3)sc2n1 (configuration not stated),1.1,-2,1,0.9,-4,0.5,1.5,1,4
O=C(NCCNc1ccc([N+](=O)[O-])cc1)c1cccc(Br)c1,-0.7,1,7,0.6,-2,1.2,-0.7,-15,-58
COc1ccc(CNc2nc(SC)n[nH]2)cc1OC,0.9,-3,1,0.1,6,2.1,-1.5,-7,5
O=C(CSc1nc2ccccc2s1)NNC(=O)Nc1ccc(Cl)c(Cl)c1,0.6,3,5,-0.1,15,-2.0,0.2,-2,-34
CNC(=O)NC(=O)CSc1nnc(-c2ccc(F)cc2)n1CC1CCCO1 (configuration not stated),1.4,2,5,1.0,-24,0.7,0.8,-11,20
Cn1c(=O)c2cn(-c3ccc4c(c3)OCCO4)cc2n(C)c1=O,0.8,-4,-2,0.3,-307,-0.8,0.9,5,11
FC(F)(F)c1cccc(NC(=S)NNC(=S)Nc2ccc(Cl)cc2)c1,1.2,-1,1,2.1,5,2.7,2.2,-19,-16
CCC(C)C(=O)Nc1nc2ccc(OC)cc2s1 (configuration not stated),0.0,-5,-1,1.1,5,0.9,-0.3,9,-33
O=C1c2oc3ccc(F)cc3c(=O)c2C(c2ccccc2)N1CC1CCCO1 (configuration not stated),-0.7,-1,2,0.4,18,3.1,0.4,-10,-2
CCOC(=O)c1ccccc1NC(=O)c1c(O)c2ccccc2n(CC)c1=O,1.1,1,6,0.4,i,-2.0,-0.1,-12,49
Cc1cccc(N2CCN(C(=O)Cn3c(=O)[nH]c4ccsc4c3=O)CC2C)c1 (configuration not stated),-0.5,1,4,1.3,2,0.9,0.6,-13,-7
C=CCOc1ccc(Br)cc1CNCCO,1.7,-4,2,-0.3,12,-1.6,0.3,-17,5
CCOC(=O)C1CCN(C(=O)COc2ccc(Cl)cc2Cl)CC1,-0.8,6,4,-0.4,6,-0.2,0.1,11,7
CCOc1cc(CNc2ccc(CNc3ncn[nH]3)cc2)ccc1OCc1ccccc1,0.8,-3,8,-0.3,3,0.5,0.6,-4,-2
CCCCCCCCCCCCCCCC[n+]1ccc(/C=N/O)cc1,-0.7,98*,64*,0.6,29,-0.1,-1.4,-12,-2
Cc1[nH]n(-c2ccccc2)c(=O)c1C=NC1CCCCCC1,-0.4,-5,3,0.2,-1,-2.2,0.9,0,-20
CCc1ccc(-c2nn(-c3ccccc3)cc2C2SCC(=O)N2Cc2ccco2)cc1 (configuration not stated),-0.9,-4,5,0.4,-3,3.5,-0.4,0,60
C=CCNCCCOc1ccc(Cl)cc1Br,-0.6,0,4,0.5,-2,1.9,-0.4,-11,-11
CC1CCCC(C(=O)O)N1C(=O)CCSSCCC(=O)N1C(C)CCCC1C(=O)O (configuration not stated),0.6,1,7,0.0,-24,-1.1,1.2,-8,17
CCN(CC(O)COCc1ccc(Cl)cc1)C1CCCCC1 (configuration not stated),0.7,0,8,1.3,-24,0.7,1.5,8,-22
Cc1ccc(CN2CCC(c3cc(-c4cccs4)n[nH]3)CC2)cc1,-0.1,-2,-4,1.8,21,-1.0,-0.3,0,-112
CCOc1ccc(C(=O)NCC2(c3ccccc3)CCOCC2)cc1,0.5,2,5,0.4,4,-1.4,-1.0,-3,22
O=c1c(-c2ccc(Cl)cc2)coc2c(CN3CCOCC3)c(O)ccc12,1.6,-2,4,1.0,i,1.4,0.3,-12,14
Brc1ccccc1-c1nnc(CSc2nncn2-c2ccccc2)o1,-0.8,1,6,0.6,-51,-0.7,-0.3,-30,4

# Random excerpt: two compounds from above, in no set order.
canonical_smiles,PERK inh,Ba/F3 V617F tox,BaF3 tox,TRPML3 agonist,Calpain2 inh,S1P4 ag,zfTRPN1 agonist,S1P4 antagonist,EP2 mod
Cn1c(=O)[nH]c2ncccc21,2.0,-3,0,0.0,-10,-1.3,0.8,-7,1
Cc1nn(C)c(C)c1/C=N/NC(=O)C(C)(C)Oc1ccc(Cl)cc1,0.0,-5,4,0.1,14,-3.3,-1.3,9,-48

# The listing continues.
canonical_smiles,PERK inh,Ba/F3 V617F tox,BaF3 tox,TRPML3 agonist,Calpain2 inh,S1P4 ag,zfTRPN1 agonist,S1P4 antagonist,EP2 mod
COc1cc(Br)cc2cc(C(=O)N3CCCCC3C)c(=O)oc12 (configuration not stated),-0.5,-2,0,1.2,18,0.2,-1.6,-23,2
O=C(O)c1ccc(CS(=O)(=O)Cc2ccccc2F)o1,0.6,-1,1,-0.6,-7,1.7,1.4,8,30
CC1=CC(C)=Nc2ccccc2N1,0.0,1,5,0.2,-37,-3.0,-0.6,3,14
Cc1c2cnn(-c3ccccc3)c(=O)c2c(C)n1CCCC(=O)N1CCN(C)CC1,0.2,1,10,-0.2,11,-2.4,1.4,3,17
Cc1nc(C(=O)Nc2cccc(Cl)c2Cl)nn1-c1cc(OC(C)C)c(Cl)cc1Cl,1.1,-1,6,0.2,37,0.6,0.7,-21,-1

# Screening data (PubChem BioAssay)
